High-throughput results as filed in PubChem.
MazF activator = MazEF (E. coli) toxin RNase activation. 0.32% of 350,000 active. activation, % at 20 µM. FAM/BHQ RNA-DNA oligo cleavage fluorescence, 5 h; in the data active means activation above about 50%
Target sequence (P0AE70 whole entry, looked up): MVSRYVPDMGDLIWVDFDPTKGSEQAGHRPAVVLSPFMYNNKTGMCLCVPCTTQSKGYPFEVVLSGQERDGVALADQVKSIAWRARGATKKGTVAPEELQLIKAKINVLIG
3CLpro inhibitor = SARS-CoV 3CLpro protease inhibition | P0C6X7 | recombinant SARS-CoV 3CLpro, quenched FRET peptide cleavage | inhibition, % at 6 µM | 0.14% of 290,000 active | AID 1706; in the data active means inhibition above about 12%
BioA inh = blocks M. tuberculosis BioA enzyme activity | purified M. tuberculosis BioA enzyme, plate reader | inhibition, % at 9.99 µM | 0.096% of 360,000 active | AID 602481; in the data active means inhibition above about 40%
UGM FP inh = blocks M. tuberculosis UGM enzyme | P9WIQ1 | purified UGM, fluorescence polarization probe displacement | inhibition, % at 10 µM | 0.06% of 320,000 active | AID 504406; in the data active means inhibition above about 10%, passing the limit was not always enough
VHR inh abs = DUSP3 (human) phosphatase inhibition. P51452. recombinant VHR phosphatase, pNPP absorbance. inhibition, % at 13.3 µM. 0.52% of 290,000 active. AID 1654; in the data active means inhibition above about 50%; further: some compounds called inactive have numbers as strong as hits
Target sequence (P51452 whole entry, looked up): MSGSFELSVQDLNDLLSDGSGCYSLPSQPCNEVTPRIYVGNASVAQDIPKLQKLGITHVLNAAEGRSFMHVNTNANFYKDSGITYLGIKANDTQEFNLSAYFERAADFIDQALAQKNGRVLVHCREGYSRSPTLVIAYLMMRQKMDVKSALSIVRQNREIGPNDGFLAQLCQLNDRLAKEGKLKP
Rv3671c protease = inhibitors of M. tuberculosis serine protease Rv3671c; P9WHR9; inhibition, % at 5.96 µM; 0.048% of 320,000 active; AID 2606; in the data active means inhibition above about 38%;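 further: extracellular domain of Rv3671c used as enzyme; 0% = enzyme with DMSO and 100% = no enzyme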
Target sequence (P9WHR9 whole entry, looked up, the tested form may be a part): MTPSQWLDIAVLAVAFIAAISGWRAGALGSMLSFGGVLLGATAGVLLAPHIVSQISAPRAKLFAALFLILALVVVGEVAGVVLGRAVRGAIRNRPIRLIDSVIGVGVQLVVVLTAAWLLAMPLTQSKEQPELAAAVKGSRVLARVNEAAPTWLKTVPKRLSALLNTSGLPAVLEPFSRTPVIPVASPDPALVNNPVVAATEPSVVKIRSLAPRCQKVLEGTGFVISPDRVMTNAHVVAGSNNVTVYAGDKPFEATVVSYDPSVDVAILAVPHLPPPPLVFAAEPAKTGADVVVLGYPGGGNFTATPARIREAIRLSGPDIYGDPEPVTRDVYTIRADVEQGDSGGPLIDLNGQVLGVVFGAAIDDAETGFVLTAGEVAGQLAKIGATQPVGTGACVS
Vc quorum ag = induces V. cholerae light production without autoinducers; V. cholerae BH1578 lux reporter, luminescence, 6 h; activation, % at 18.7 µM; 0.16% of 350,000 active; in the data active means activation mostly above about 9.7%, no sharp cut-off; further: not every result past the cut was called active; inactives centre near 0; reference of the scale not given here
FBA Mtb inh = Mtb fructose-bisphosphate aldolase inhibition; AID 588726; inhibition, % at 1 µM; P9WQA3; purified M. tuberculosis FBA, fluorescence read-out; 2.3% of 360,000 active; in the data active means inhibition above about 27%;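 further: 0% = vehicle and 100% = reference inhibitor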
Target sequence (P9WQA3 whole entry, looked up): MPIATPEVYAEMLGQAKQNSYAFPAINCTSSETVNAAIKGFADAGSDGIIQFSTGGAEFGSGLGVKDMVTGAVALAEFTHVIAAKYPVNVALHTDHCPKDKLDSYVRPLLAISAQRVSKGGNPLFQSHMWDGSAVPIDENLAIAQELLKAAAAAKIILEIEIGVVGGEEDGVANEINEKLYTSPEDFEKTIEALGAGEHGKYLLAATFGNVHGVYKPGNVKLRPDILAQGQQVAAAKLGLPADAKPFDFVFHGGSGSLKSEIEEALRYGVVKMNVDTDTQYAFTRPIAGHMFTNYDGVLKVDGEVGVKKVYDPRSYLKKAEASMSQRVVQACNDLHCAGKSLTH
PriA SSB inh = blocks PriA binding to SSB C-terminal tail. AlphaScreen SSBct-PriA binding, biotinylated peptide. inhibition, % at 33 µM. 0.6% of 430,000 active. AID 1272365; in the data active means inhibition mostly above about 37%, no sharp cut-off; inactive means mostly below about 20%;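 further: plate controls were negative control peptide for no effect and reference peptide for full effect; strong numbers were not always called active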
GDH-TPI counter = GDH-TPI coupled enzyme inhibition counter-screen; GDH-TPI coupled enzyme counterscreen, NADH absorbance; inhibition, % at 4.8 µM; AID 588335; 1.2% of 360,000 active; in the data active means inhibition above about 30%;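 further: 0% = DMSO wells and 100% = wells lacking the enzyme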
Numbers without * were called inactive; i = inactive; nt = no result given; & = joins results of further samples. This is a subset; the hit share may differ from the screen's.

| Molecule | MazF activator | 3CLpro inhibitor | BioA inh | UGM FP inh | VHR inh abs | Rv3671c protease | Vc quorum ag | FBA Mtb inh | PriA SSB inh | GDH-TPI counter |
| --- | --- | --- | --- | --- | --- | --- | --- | --- | --- | --- |
| Cc1ccc(CNS(=O)(=O)c2cc3c(cc2C)NC(=O)CO3)cc1 | 7 | -6 | -0.2 | -2.2 | -6 | 1 | -0.6 | -4 | -13 | -14 |
| CN(C(=O)c1ccccc1)C1(C)CCS(=O)(=O)C1 (configuration not stated) | 10 | 2 | -3.3 | 0.7 | 4 | -11 | -1.1 | 3 | 9 | -3 |
| CCc1ccc(S(=O)(=O)Nc2ccc(C)c(NS(C)(=O)=O)c2)cc1 | 8 | 2 | -1.0 | -0.5 | -4 | 3 | i | -3 | -5 | -4 |
| CCOC(=O)CSc1nnc(-c2cccs2)n1-c1ccccc1 | 5 | 0 | 1.3 | -0.7 | -7 | 0 | i | 0 | -4 | -7 |
| NCCc1cc(O)c(O)cc1O | 21&18 | nt | -2.2&-1.3 | nt | nt | nt | -0.3&-0.2 | 2&-3 | 19 | 4&-9 |
| O=C(CCN1C(=O)C2C3C=CC(C3)C2C1=O)N1CCN(c2ccc([N+](=O)[O-])cc2)CC1 (configuration not stated) | 8 | 5 | 0.7 | -2.3 | -1 | 1 | i | -7 | -15 | 15 |
| Nc1nccnc1C(=O)OCC(=O)C12CC3CC(CC(C3)C1)C2 | -2 | nt | -1.9 | -2.8 | nt | 1 | 1.2 | 127* | -1 | 8 |
| CCOC(=O)/C(C#N)=C/c1cccc(F)c1 | 14 | -2 | nt | 2.4 | 21 | 6 | i | 1 | -14 | 3 |
| CSc1nc2ccsc2c(=O)n1-c1cccnc1 | 9 | 4 | 0.5 | -1.5 | 17 | 6 | -0.8 | 0 | -2 | 3 |
| CCCC(=O)N1CCN(c2ccc(NC(=S)NC(=O)CC)cc2)CC1 | 5 | -2 | -0.4 | 1.0 | 18 | 0 | i | 3 | -15 | 17 |
| COc1cc2c(-c3ccc4cc[nH]c4c3)c(-c3ccsc3)oc(=O)c2cc1OC | -2 | nt | 0.1 | -0.6 | nt | -24 | i | 8 | -1 | 5 |
| COc1ccc(OC)c(/C=N/NC(=O)CCCC(=O)Nc2cccc(Br)c2)c1 | 8 | 1 | 0.5 | 0.9 | -1 | -2 | -3.3 | 60* | nt | 2 |
| N#Cc1sc2nccc(Nc3ccccc3)c2c1N | 12 | nt | 2.7 | -0.2 | nt | -3 | -0.6 | 2 | 1 | 17 |
| COc1cc(C=O)ccc1OS(=O)(=O)c1ccc(NC(C)=O)cc1 | 3 | 1 | 0.9 | -0.6 | -4 | -3 | -0.6 | -5 | 1 | -3 |
| CCc1nc2c(OCCC3CCCCC3)cccn2c1N(C)C(=O)c1ccco1 | nt | nt | -0.2 | nt | nt | nt | -3.3 | 2 | nt | 11 |
| Cc1cccc(CSC2=NCCN2C(=O)c2ccc(Br)o2)c1 | 14 | 3 | -1.5 | 1.1 | 8 | -3 | -0.2 | -1 | -13 | 5 |

Nothing new here: an excerpt of the list.
| Molecule | MazF activator | 3CLpro inhibitor | BioA inh | UGM FP inh | VHR inh abs | Rv3671c protease | Vc quorum ag | FBA Mtb inh | PriA SSB inh | GDH-TPI counter |
| --- | --- | --- | --- | --- | --- | --- | --- | --- | --- | --- |
| N#Cc1sc2nccc(Nc3ccccc3)c2c1N | 12 | nt | 2.7 | -0.2 | nt | -3 | -0.6 | 2 | 1 | 17 |
| COc1cc(C=O)ccc1OS(=O)(=O)c1ccc(NC(C)=O)cc1 | 3 | 1 | 0.9 | -0.6 | -4 | -3 | -0.6 | -5 | 1 | -3 |
| CCc1nc2c(OCCC3CCCCC3)cccn2c1N(C)C(=O)c1ccco1 | nt | nt | -0.2 | nt | nt | nt | -3.3 | 2 | nt | 11 |
| Cc1cccc(CSC2=NCCN2C(=O)c2ccc(Br)o2)c1 | 14 | 3 | -1.5 | 1.1 | 8 | -3 | -0.2 | -1 | -13 | 5 |

The listing continues.
| Molecule | MazF activator | 3CLpro inhibitor | BioA inh | UGM FP inh | VHR inh abs | Rv3671c protease | Vc quorum ag | FBA Mtb inh | PriA SSB inh | GDH-TPI counter |
| --- | --- | --- | --- | --- | --- | --- | --- | --- | --- | --- |
| COc1ccc(C(O)c2nc(-c3ccc(N(C)C)cc3)cs2)cc1 (configuration not stated) | nt | nt | -1.6 | nt | nt | nt | -0.1 | -3 | nt | -1 |
| COCCNC(=O)c1noc2c1CCc1cc(OC)ccc1-2 | -4 | 4 | -4.3 | -0.5 | -10 | -3 | -0.5 | 2 | -10 | 11 |
| COc1ccccc1CNC(=O)c1ccc2c(c1)OCO2 | 13 | -3 | nt | 0.5 | -23 | 1 | -0.1 | 1 | -9 | 0 |
| O=C(NCc1ccc(F)cc1)c1cc(C2CCCN(C(=O)c3ccc4c(c3)CCO4)C2)on1 (configuration not stated) | nt | nt | 5.1 | nt | nt | nt | i | -5 | nt | -7 |
| CCc1ccc2nc(SCC(=O)N3CCCCC3)c(C#N)cc2c1 | 10 | 1 | -1.2 | -1.5 | nt | 1 | -0.3 | 4 | -10 | 0 |
| COc1ccc(C(=O)Nc2cccc(NC(=O)c3cccs3)c2)cc1OC | 9 | 1 | 8.1 | 1.3 | -12 | -9 | i | -1 | 3 | 2 |
| CN(C)CCC(C(=O)c1ccccc1)c1cccnc1 (configuration not stated) | 5 | nt | nt | nt | nt | nt | nt | 0 | -8 | 6 |
| CCOC(=O)c1cc(S(=O)(=O)N2CCN(C3CCCCC3)CC2)cn1C | 0 | -5 | 0.8 | -0.8 | 28 | -5 | i | -1 | 11 | 2 |
| CCc1ccc(N2CC(C(=O)Nc3cc(C)on3)CC2=O)cc1 (configuration not stated) | -1 | 2 | 1.2 | 2.0 | 3 | 3 | i | 0 | 2 | 9 |
| O=C(NN1C(=O)C2C3C=CC([C@@H]2C1=O)C31CC1)c1ccccc1 (some centres not stated) | -2 | -5 | nt | 2.4 | 18 | 1 | -0.4 | 4 | 3 | 5 |
| Cn1cc(CC(=O)Nc2cccc(C#N)c2)c2ccccc21 | -2 | 1 | -0.4 | nt | 26 | -7 | -2.8 | 3 | -13 | 9 |
| O=C(c1ccc2c(=O)n(Cc3ccc(Cl)cc3)c(=S)[nH]c2c1)N1CCOCC1 | 0 | 4 | 2.0 | 2.8 | -4 | -12 | -0.3 | -1 | -2 | 9 |
| COc1cc(NCc2ccccc2)c2ncn(Cc3ccccc3)c2c1 | 3 | nt | -0.2 | -2.8 | nt | 7 | -0.2 | 2 | 10 | 9 |
| CN(C)C(CNC(=O)c1ccc2nc[nH]c2c1)c1ccccc1 (configuration not stated) | 10 | 3 | 0.5 | 4.2 | 26 | -1 | i | -1 | -4 | -3 |
| CSc1ccccc1NC(=O)c1c(Br)cnn1C | -6 | 0 | 0.1 | 2.8 | 16 | -5 | i | 2 | -37 | -6 |
| Cn1c(=O)c2cc(NC(=S)NC3CCCCC3)ccc2n1C/C=C/c1ccccc1 | nt | nt | 0.0 | nt | nt | nt | -0.4 | 9 | nt | 10 |
| COc1ccc(CCN2CC(C(=O)NCCc3ccc(C)cc3)CC2=O)cc1OC (configuration not stated) | 1 | -4 | 0.2 | 2.2 | 16 | 10 | -0.8 | -2 | -13 | -2 |
| CCCCN(C)C(=O)CS(=O)(=O)Cc1nc(-c2cccc(OC)c2)oc1C | 3 | -8 | -0.9 | 2.2 | 7 | 7 | -0.6 | 2 | 1 | -8 |
| Cc1nn(-c2ccccc2)c(-c2ccccc2)c1C(=O)O | 15 | 5 | -1.2 | 7.4 | 8 | -7 | i | 0 | -4 | 7 |
| Nc1ccc(S(=O)(=O)NN=Cc2ccccc2[N+](=O)[O-])cc1 | 0 | nt | nt | nt | nt | nt | nt | -3 | -5 | 4 |
| Cc1cccc(CSc2nc3c(c(-c4cccs4)c2C#N)CN(C)CC3)c1 | 18 | 7 | nt | 2.4 | 2 | 7 | i | -3 | -1 | 3 |
| O=C(COC(=O)c1nc(Cl)ccc1Cl)Nc1ccc(Cl)cc1 | 0 | nt | 2.5 | nt | nt | 5 | -0.3 | 2 | -10 | 13 |
| CCOc1ccc(CN(C)C(=O)c2ccc(S(=O)(=O)N(C)c3ccccc3OC)cc2)cc1 | 0 | nt | 0.2 | 1.0 | nt | -12 | i | 0 | -15 | 1 |
| CN(C(=O)CSc1nc2sc3c(c2c(=O)n1C)CCC3)C1CCS(=O)(=O)C1 (configuration not stated) | 3 | nt | 12 | -2.8 | nt | 5 | 7.1 | -1 | -6 | 16 |

The list goes on.
Results follow in this order: MazF activator | 3CLpro inhibitor | BioA inh | UGM FP inh | VHR inh abs | Rv3671c protease | Vc quorum ag | FBA Mtb inh | PriA SSB inh | GDH-TPI counter
CC1(C)CN(c2ccc(C(=O)c3ccccc3)cc2)C1=O
    -1 | 2 | nt | -1.6 | 5 | -1 | 0.2 | 0 | 1 | 5
O=C(COc1ccccc1)NCC1(N2CCCCC2)CCCCC1
    4 | 4 | nt | 0.7 | 27 | 3 | i | 3 | 3 | 0
C[N+]1(C)CCC(=C2c3ccccc3CC(=O)c3sccc32)CC1
    5 | -1 | 0.8 | -0.6 | -1 | -19 | -0.1 | 4 | 0 | 3
COc1ccccc1CN1CCNCC1
    -1 | nt | -0.4 | nt | nt | nt | -0.6 | 0 | nt | 14
CC1CCCCN1C(=O)CSCC(=O)Nc1nc(-c2cccs2)cs1 (configuration not stated)
    4 | 4 | 0.4 | 2.7 | 5 | -4 | -0.4 | -3 | 6 | 8
CC(=O)N1CC(=O)Nc2ccc(C)cc2C1c1ccccc1 (configuration not stated)
    1 | -7 | 0.4 | 0.1 | 14 | -6 | -18 | 2 | 0 | 7
O=C(OCc1ccccc1F)c1cc(S(=O)(=O)N2CCCCC2)ccc1N1CCOCC1
    6 | nt | -0.8 | nt | nt | nt | -0.3 | 0 | nt | 0
COC(=O)c1ccc(CNCC(=O)Nc2ccc(C(=O)OC)cc2)cc1
    2 | 4 | nt | 1.1 | 8 | 3 | -0.2 | 2 | -11 | 4
Cc1cc(C)cc(OCC(=O)Nc2nonc2NC(=O)COc2cc(C)cc(C)c2)c1
    5 | 4 | -2.1 | -0.6 | 7 | -28 | i | -1 | -4 | 10
S=C(NCc1ccc(Cl)cc1)Nc1ccc(Cl)cc1Cl
    2 | 2 | nt | -2.0 | 13 | -15 | -0.3 | 4 | -26 | 8
CC(C)COC(=O)N(C)C[C@H]1OCc2cnnn2CCCC(=O)N([C@@H](C)CO)C[C@H]1C
    -4 | nt | -1.4&0.3 | nt | nt | nt | -4.5 | 1 | nt | 4
O=C(CSCC(=O)OCC(=O)c1ccc(Br)cc1)Nc1cccc2ccccc12
    2 | -2 | 1.6 | -3.6 | 3 | -11 | i | -2 | 6 | 3
Cc1cc(C(=O)NNC(=S)Nc2ccccc2)nn1C
    -19 | 2 | nt | 4.2 | 27 | 6 | -0.5 | 2 | -23 | 1
O=C(O)CC/C(=C\c1cc2c(cc1Br)OCO2)c1nc2ccccc2s1
    9 | 1 | 14 | 1.5 | 15 | 9 | -1.6 | 1 | 6 | 6
COc1ccc(-c2cn3c(C)c(C(=O)NCc4ccc5c(c4)OCO5)sc3n2)cc1
    -3 | -3 | -0.7 | -3.6 | nt | 10 | -0.5 | -1 | -4 | -5
O=C(CCN1C(=O)/C(=C/c2ccccc2Cl)SC1=S)NCCc1ccc(O)cc1
    8 | 0 | -0.2 | -0.3 | 1 | -14 | -0.4 | -3 | -8 | 15
Cc1ccc(CN(N=Nc2nonc2N)c2nonc2N)c(C)c1
    4 | 9 | 1.9 | -2.3 | nt | -12 | i | -5 | 13 | 4

Part of the list above, showing only 3CLpro inhibitor and FBA Mtb inh.
Compound | 3CLpro inhibitor | FBA Mtb inh
Cc1ccc(CNS(=O)(=O)c2cc3c(cc2C)NC(=O)CO3)cc1 | -6 | -4
CN(C(=O)c1ccccc1)C1(C)CCS(=O)(=O)C1 (configuration not stated) | 2 | 3
CCc1ccc(S(=O)(=O)Nc2ccc(C)c(NS(C)(=O)=O)c2)cc1 | 2 | -3
CCOC(=O)CSc1nnc(-c2cccs2)n1-c1ccccc1 | 0 | 0
